High-throughput results (PubChem)
B2AR arrestin = recruits beta-arrestin to the human beta2-adrenergic receptor; AID 492947; Potency, µM (top dose mostly 46.1 µM), without a hit: at the top dose activation, hits mostly activators; P07550; beta-arrestin recruitment to beta2AR, cell-based reporter; 0.02% of 330,000 active;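 note: potency is the fitted concentration of half-maximal effect; 0% = DMSO controls and full agonism = EC100 isoproterenol or metaproterenol; nearly all actives have a fitted effect of over 65% in size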
KCNH2 3.1 block = blocks the human KCNH2 3.1 channel isoform. activity change, % (tested at about 1.8 µM). U2OS KCNH2 3.1, thallium flux FluxOr; active compounds read low. 0.95% of 340,000 active;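 active = maximum activity change below -70%; inconclusive = maximum activity change from -70% to -50%; inactive = maximum activity change above -50%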;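 note: thallium influx rate constant from kinetic fluorescence after stimulation buffer; % is set by controls: 0 for no effect and ±100 for the full control effect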
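Measured as rate of thallium-driven FluxOr signal in transduced U2OS cells carrying the 3.1 channel, read kinetically for 2 min upon stimulation; values are rate constants scaled to DMSO control wells.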
Menin-MLL TR inh = displaces Texas Red mutant MLL peptide from human menin; O00255; Menin + Texas Red MLL mutant peptide, fluorescence polarization; 0.23% of 270,000 active; AID 1768; Potency, µM (titrated, usually from 61.6 µM), without a hit: at the highest dose FP activity change, negative = inhibition, most hits filed as inhibitors; active = well fitted inhibition curve with a large enough effect in the polarisation, with a control signal flat, not every such curve was filed as active; inconclusive = small, poorly fitted or top-dose-only effect, or effect the other way, or a change in a side signal; inactive = no such curve, though single readings can be large or run the other way; the % refers to the polarisation; note: potency is the fitted concentration of half-maximal effect; % of control where 0% means no effect; many of its hits are not listed in these tables
GALK inhibitor = blocks human galactokinase activity; P51570; Potency, µM (doses to about 57.5 µM), for the others: top-dose activity change, negative = inhibition, usual class: inhibitors; 0.007% of 270,000 active; Purified GALK, Kinase-Glo residual ATP luminescence; AID 1868; note: potency is the fitted concentration of half-maximal effect; % is set by controls: 0 for no effect and ±100 for the full control effect
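Galactose (100 uM) and ATP (35 uM) were turned over by 5 nM GALK for 1 h at RT. Kinase-Glo Plus then converted the remaining ATP into a luminescent signal.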
KCNH2 WT inh = KCNH2 (human, wildtype) channel inhibition. 0.37% of 340,000 active. U2OS, BacMam KCNH2, thallium flux FluxOr; active compounds read low. AID 720551. activity change, % at 1.84 µM. Q12809;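 active = maximum activity change below -70%; inconclusive = maximum activity change between -70% and -50%; inactive = maximum activity change above -50%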; note: % is set by controls: 0 for no effect and ±100 for the full control effect
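U2OS cells were transduced with wild-type KCNH2 virus (2.03 x 10^8 / mL) for 4 h at room temperature, then cultured overnight at 37 C. Thallium flux was read with FluxOr dye. Rate constants were normalized to DMSO controls.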
PKM2 activator = PKM2 (human) enzyme activation; purified PKM2, Kinase-Glo ATP luminescence, activation; response scale: 0% is enzyme alone, no compound; Potency, µM (series often up to 57.5 µM), for the others: at the highest dose activation, most hits filed as activators; 0.34% of 260,000 active; P14618; AID 1631; note: potency is the fitted concentration of half-maximal effect; % is set by controls: 0 for no effect and ±100 for the full control effect; nearly all actives have a fitted effect of over 55% in size
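Purified hPK-M2 (>95% pure) converted ADP (0.1 mM final) to ATP with 0.5 mM PEP in 50 mM imidazole pH7.2, KCl, MgCl2, Tween 20, BSA; 1 h at room temperature. ATP detected by Kinase-Glo luminescence.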
USP2a inh = blocks human ubiquitin-specific protease USP2a; O75604; USP2 core, Ub-CHOP2 coupled fluorogenic reporter, 485/531; Potency, µM (doses to about 38.3 µM), for the others: top-dose activity change, negative = inhibition, most hits filed as inhibitors; 0.01% of 330,000 active;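 note: potency is the fitted concentration of half-maximal effect; plate controls were DMSO wells for no effect and full inhibition by NEM control for full effect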
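USP2 core (10nM final) preincubated 30min RT with compound in 20mM Tris-HCl pH 8.0, 2mM CaCl2, 2mM beta-mercaptoethanol, 0.05% CHAPS; 25nM Ub-CHOP2 plus 25nM reporter substrate added, fluorescence (Ex485/Em531) read after 60min.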
Giardia killer = Giardia lamblia killing; Giardia lamblia trophozoite viability; 0.15% of 340,000 active; AID 540267; activity change, % at 7.66 µM, hits read low; in the data active = activity change below about -80%; inconclusive = between about -30% and that limit;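 note: parasites exposed to compound for two days anaerobically before the ATP read; % is set by controls: 0 for no effect and ±100 for the full control effect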
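Each well holds 100 Giardia trophozoites and compound. After two days (48 hrs) at 37 deg C in anaerobic conditions, ATP is quantified by luminescence.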
Coupling enz = coupling enzyme interference in Giardia aldolase counter-screen. coupling enzyme system counterscreen, AmpLite Red fluorescence. activity change, negative = inhibition, % at 58.2 µM, hits read low. 0.67% of 290,000 active. AID 2472; in the data active = activity change below about -30%; note: % is set by controls: 0 for no effect and ±100 for the full control effect
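Fluorescence at 525 nm excitation and 598 nm emission measured inhibition of the coupled detection system without aldolase. Compounds (at 57.5 uM final) were preincubated 10 min at room temperature with coupling enzyme reagent before a 20 min substrate/AmpLite Red step.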
CXXC DNA block = MLL CXXC-DNA interaction inhibition; MLL-CXXC / FITC-HOXA9 DNA fluorescence polarization; 0.037% of 290,000 active; Potency, µM (highest dose often 115 µM), for the others: at the top dose activity change, negative = inhibition, usual class: inhibitors; AID 2662; Q03164; active = well fitted inhibition curve with a large enough effect in the polarisation, with a control signal flat, not every such curve was filed as active; inconclusive = small, poorly fitted or top-dose-only effect, or effect the other way, or a change in a side signal; inactive = no such curve, though single readings can be large or run the other way; the % refers to the polarisation; note: potency is the fitted concentration of half-maximal effect
Target sequence (Q03164 whole entry, looked up): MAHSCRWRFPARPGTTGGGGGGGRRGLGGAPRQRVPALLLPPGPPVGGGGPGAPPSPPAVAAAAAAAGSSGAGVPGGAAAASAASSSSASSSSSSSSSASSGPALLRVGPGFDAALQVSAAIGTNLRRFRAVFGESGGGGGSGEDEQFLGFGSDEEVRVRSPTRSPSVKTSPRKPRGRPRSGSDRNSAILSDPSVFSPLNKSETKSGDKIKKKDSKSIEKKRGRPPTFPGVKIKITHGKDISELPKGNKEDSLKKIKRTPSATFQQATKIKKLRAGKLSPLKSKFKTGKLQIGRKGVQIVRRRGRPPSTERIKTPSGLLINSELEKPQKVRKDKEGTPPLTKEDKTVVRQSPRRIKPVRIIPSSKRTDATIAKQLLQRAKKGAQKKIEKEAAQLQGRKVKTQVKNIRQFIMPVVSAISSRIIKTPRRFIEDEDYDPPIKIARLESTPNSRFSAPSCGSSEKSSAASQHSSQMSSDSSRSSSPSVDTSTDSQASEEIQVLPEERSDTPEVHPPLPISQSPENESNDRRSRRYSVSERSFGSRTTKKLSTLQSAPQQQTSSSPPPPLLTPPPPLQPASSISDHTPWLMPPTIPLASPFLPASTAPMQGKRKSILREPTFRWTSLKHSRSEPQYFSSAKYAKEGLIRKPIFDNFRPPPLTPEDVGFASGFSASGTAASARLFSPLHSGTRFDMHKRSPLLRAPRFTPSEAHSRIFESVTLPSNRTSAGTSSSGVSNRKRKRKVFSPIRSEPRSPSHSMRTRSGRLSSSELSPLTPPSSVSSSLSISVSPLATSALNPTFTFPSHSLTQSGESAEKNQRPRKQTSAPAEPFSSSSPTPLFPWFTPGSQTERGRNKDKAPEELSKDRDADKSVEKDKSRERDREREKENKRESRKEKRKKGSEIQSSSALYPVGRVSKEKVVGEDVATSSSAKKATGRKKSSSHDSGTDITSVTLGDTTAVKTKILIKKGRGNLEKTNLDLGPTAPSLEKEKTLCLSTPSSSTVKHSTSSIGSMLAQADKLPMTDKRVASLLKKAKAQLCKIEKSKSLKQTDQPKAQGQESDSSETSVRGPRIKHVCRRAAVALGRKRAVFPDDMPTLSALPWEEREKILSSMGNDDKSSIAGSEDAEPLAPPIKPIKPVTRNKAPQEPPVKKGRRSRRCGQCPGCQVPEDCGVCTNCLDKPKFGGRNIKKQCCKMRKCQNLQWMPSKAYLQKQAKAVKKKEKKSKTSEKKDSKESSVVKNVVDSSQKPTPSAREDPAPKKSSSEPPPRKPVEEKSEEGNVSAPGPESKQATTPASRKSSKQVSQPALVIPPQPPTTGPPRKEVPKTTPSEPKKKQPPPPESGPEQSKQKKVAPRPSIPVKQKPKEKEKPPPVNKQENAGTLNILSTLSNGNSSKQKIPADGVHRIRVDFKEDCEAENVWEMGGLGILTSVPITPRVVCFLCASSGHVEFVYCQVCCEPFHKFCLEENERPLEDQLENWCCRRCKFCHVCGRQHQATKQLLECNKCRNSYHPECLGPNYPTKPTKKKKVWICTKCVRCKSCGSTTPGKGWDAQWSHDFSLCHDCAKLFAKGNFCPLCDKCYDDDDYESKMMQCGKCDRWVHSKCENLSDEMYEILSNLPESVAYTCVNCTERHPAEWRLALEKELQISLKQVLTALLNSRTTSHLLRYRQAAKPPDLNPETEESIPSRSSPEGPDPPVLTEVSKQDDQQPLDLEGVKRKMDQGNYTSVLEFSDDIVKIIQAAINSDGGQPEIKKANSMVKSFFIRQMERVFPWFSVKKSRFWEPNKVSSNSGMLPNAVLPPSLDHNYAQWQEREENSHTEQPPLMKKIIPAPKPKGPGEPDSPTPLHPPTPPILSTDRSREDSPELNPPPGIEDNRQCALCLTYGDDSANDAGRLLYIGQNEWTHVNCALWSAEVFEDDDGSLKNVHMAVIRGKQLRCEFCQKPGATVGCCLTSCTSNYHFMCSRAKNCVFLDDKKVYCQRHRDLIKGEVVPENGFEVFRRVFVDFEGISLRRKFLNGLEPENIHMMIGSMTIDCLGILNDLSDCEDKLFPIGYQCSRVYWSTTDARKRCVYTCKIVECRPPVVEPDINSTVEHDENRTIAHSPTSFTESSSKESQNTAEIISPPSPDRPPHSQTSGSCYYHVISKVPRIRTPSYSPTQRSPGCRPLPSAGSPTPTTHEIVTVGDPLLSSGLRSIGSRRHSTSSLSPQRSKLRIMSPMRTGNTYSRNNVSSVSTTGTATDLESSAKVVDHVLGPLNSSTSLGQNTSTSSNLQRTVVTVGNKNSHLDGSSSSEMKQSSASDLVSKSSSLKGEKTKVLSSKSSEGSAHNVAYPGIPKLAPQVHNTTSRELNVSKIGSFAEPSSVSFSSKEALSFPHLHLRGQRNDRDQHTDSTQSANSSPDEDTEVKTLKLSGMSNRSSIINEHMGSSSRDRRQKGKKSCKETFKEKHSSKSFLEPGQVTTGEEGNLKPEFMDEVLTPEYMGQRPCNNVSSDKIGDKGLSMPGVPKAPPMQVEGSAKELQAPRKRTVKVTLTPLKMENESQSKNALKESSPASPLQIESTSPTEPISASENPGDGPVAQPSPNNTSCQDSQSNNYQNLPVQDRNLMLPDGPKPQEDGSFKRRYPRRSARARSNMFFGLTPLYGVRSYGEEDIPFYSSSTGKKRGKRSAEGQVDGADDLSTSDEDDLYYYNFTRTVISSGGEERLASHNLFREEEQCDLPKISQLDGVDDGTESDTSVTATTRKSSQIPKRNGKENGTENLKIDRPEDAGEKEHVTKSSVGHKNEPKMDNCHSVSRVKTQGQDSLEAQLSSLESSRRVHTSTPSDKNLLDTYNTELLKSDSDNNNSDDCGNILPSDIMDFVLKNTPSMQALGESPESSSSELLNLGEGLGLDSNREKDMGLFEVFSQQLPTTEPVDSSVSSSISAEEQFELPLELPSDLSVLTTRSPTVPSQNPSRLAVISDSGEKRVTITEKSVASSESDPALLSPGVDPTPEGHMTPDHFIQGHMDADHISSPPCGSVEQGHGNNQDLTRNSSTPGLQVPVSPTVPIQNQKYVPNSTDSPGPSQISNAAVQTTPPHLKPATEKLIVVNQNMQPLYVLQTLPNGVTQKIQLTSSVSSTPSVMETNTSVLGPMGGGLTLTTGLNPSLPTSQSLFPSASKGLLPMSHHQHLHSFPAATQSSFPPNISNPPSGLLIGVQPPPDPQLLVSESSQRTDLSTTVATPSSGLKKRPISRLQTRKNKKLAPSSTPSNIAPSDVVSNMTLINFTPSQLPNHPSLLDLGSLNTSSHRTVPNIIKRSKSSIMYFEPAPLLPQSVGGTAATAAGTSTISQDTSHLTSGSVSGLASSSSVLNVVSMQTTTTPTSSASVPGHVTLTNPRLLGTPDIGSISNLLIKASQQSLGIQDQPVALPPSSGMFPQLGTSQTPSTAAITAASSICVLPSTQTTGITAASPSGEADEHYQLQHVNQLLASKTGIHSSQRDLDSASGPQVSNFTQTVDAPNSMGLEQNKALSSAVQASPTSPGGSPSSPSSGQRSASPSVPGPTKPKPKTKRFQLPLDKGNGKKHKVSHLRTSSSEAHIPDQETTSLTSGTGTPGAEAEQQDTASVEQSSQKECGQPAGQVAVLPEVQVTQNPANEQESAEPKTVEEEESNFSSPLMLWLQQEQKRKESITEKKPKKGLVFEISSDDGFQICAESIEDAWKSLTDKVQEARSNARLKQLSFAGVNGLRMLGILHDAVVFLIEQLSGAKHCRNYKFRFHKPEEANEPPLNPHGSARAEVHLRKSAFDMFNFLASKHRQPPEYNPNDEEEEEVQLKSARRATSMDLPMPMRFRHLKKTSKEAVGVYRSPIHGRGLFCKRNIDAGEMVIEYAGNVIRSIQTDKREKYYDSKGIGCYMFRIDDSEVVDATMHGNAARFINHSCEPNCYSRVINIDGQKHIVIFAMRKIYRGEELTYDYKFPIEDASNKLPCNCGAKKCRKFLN
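Fluorescence polarization: 7 uM MLL-CXXC (stock) preincubated 5 min with compounds, then 50 nM fluorescein-HOX-A9 DNA (stock) added; 30 min ambient. Buffer 50 mM Tris-HCl pH 7.5, 50 mM NaCl, 1 mM DTT, 0.05% BSA.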
TRPV1 ag = agonists of human vanilloid receptor 1 (TRPV1). Q8NER1. TRPV1-expressing cells, Fluo-8 calcium influx, agonist mode. activation, % at 8.33 µM. 0.19% of 320,000 active; in the data active = activation above about 80%; inconclusive = between about 30% and that limit; note: 0% is about no effect
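Cells expressing TRPV1 were dye-loaded with Fluo-8 and read kinetically: 10 s baseline, 3 min after compound (agonist portion), then 2 min after EC20 capsaicin (allosteric enhancer portion). Calcium-bound dye fluorescence at 480/520 nm.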
An asterisk follows results filed as active; ? = inconclusive; nt = not tested or not shown; [ ] = another dose, or the depositor's remark. Unless noted, calls come from the whole dose curve; as a rule, active = well fitted curve in the direction sought with a large enough effect; inconclusive = small, poorly fitted or top-dose-only effect, or another doubt; inactive = no such curve, though single readings can be large; an effect the other way counts as inactive or inconclusive. An excerpt (hit frequency here may not be typical).

SMILES	B2AR arrestin	KCNH2 3.1 block	Menin-MLL TR inh	GALK inhibitor	KCNH2 WT inh	PKM2 activator	USP2a inh	Giardia killer	Coupling enz	CXXC DNA block	TRPV1 ag
Cc1cc(OC(=O)c2cc(Br)ccc2Cl)c([N+](=O)[O-])c(=O)[nH]1	0.5%	6	-7%	nt	19	5%	-1%	0	2	3%	3
N/C(=N\OC(=O)c1ccccc1Cl)c1cccnc1	0.1%	4	-4%	0%	-3	-14%	2%	2	0	-6%	15
O=C(O)COc1ccccc1/C=N/Nc1ccc(S(=O)(=O)N2CCOCC2)cc1[N+](=O)[O-]	-0.1%	5	?	6%	-4	-11%	-7%	-12	-1	-24%	0
CC(=O)c1c(C)nc(C)nc1NC(=O)C(C)C	-0.1%	24	-9%	0%	-5	-22%	1%	1	2	-10%	0
Cn1c(NC(=O)c2ccc(S(=O)(=O)N3CCOCC3)cc2)cc(=O)n(C)c1=O	0.3%	2	-6%	1%	-1	1%	-1%	-7	0	8%	1
COc1ccccc1-c1nc2cc(Cl)ccc2c(=O)n1O	0.3%	-31	34%[activator]	-6%	-20	nt	7%	-17	-3	-6%	-1
CCN(C(=O)CSc1nnc(-c2ccc(C)cc2)n1N)c1c(N)n(Cc2ccccc2)c(=O)[nH]c1=O	-0.1%	0	nt	nt	-13	nt	-2%	0	nt	nt	-1
CCOc1ccc(-c2cc(C(=O)O)c3ccccc3n2)c(OCC)c1	-0.7%	0	-1%	4%	2	7%	0%	6	1	1%	-2
CC(=O)N1CCCc2cc(S(=O)(=O)Nc3cccc(C)c3C)ccc21	-0.2%	0	-26%	-2%	4	?	1%	18	3	-12%	-3
Cc1nc(-c2ccccc2)sc1-c1ccnn1C	0.0%	22	1%	-1%	3	-11%	-1%	-11	-1	-7%	-1
O=C(C1CCCN(Cc2ccccc2C(F)(F)F)C1)N1CCCCC1 (stereo not given)	0.3%	9	-3%	0%	14	1%	3%	-18	-1	-6%	?
CCOC(=O)N1CCC(N(CCN(C)C)C(=S)Nc2cc(Cl)cc(Cl)c2)CC1	0.0%	-18	-1%	-2%	-2	-10%	-6%	14	-3	6%	24
CCOc1ccccc1N1C(=O)CC(Sc2ncccc2C(=O)O)C1=O (stereo not given)	-0.1%	-3	10%	1%	14	7%	0%	34[activator]	1	-2%	4
CCN(CC)CCCNC(=O)CNC(=O)c1nn(-c2ccc(OC)c(OC)c2)c(=O)c2ccccc12	2.2%	4	8%	4%	-10	nt	-1%	1	3	4%	-1
CCOC(=O)C1(C)NC(c2ccco2)C2C(=O)N(CC)C(=O)C21 (stereo not given)	-0.3%	3	7%	0%	4	2%	9%	-10	0	4%	-3
COCCSc1nnc(NC(=O)Cc2ccccc2OC)s1	-0.1%	?	6%	0%	-18	15%	2%	-25	3	3%	4
CC(=O)Nc1ccc(NC(=O)C(C)N(C)CC(=O)Nc2ccccc2Br)cc1 (stereo not given)	0.0%	-4	-1%	-5%	-2	nt	0%	-10	1	-9%	?
COc1ccc(S(=O)(=O)Nc2cc(C)ccn2)cc1OC	0.2%	18	-7%	0%	-3	-1%	1%	-7	0	2%	3
COc1ccc(S(=O)(=O)NCC(c2cccnc2)N2CCN(c3ccc(F)cc3)CC2)cc1C (stereo not given)	-0.4%	-5	-5%	-3%	-8	2%	5%	5	-4	-14%	0
Nc1ccc(C(=O)OCC(=O)NC2CCCc3ccccc32)cc1[N+](=O)[O-] (stereo not given)	0.5%	3	11%	-1%	-16	-9%	1%	7	3	2%	-3
CNc1nc(SC)nc2ccccc12	0.0%	9	1%	1%	5	-6%	4%	15	1	-18%	2
O=C(CCCc1nc(-c2ccc(Cl)cc2)no1)NCC1CCCO1 (stereo not given)	-0.3%	7	2%	2%	0	nt	3%	-5	0	5%	2
CSCC(C)N1CCC(n2nccc2NC(=O)CCOc2ccccc2)CC1 (stereo not given)	0.0%	1	nt	-8%	-5	-6%	-1%	23	nt	-9%	-1
O=C1CC2(CCN(C(=O)c3ccccc3F)CC2)Oc2ccccc21	0.1%	-16	nt	nt	-1	nt	1%	9	nt	nt	?
CC(=O)NS(=O)(=O)c1ccc(NS(=O)(=O)c2ccc3ccccc3c2)cc1	0.0%	0	22%	nt	0	nt	4%	-6	12	14%	-1
CC(=O)c1cc2c(cc1NS(=O)(=O)c1ccccc1)OCO2	-0.6%	-6	-3%	1%	2	17%	-1%	2	-5	2%	2
COC(=O)c1c(NC(=O)CN2CCN(C(=O)c3ccco3)CC2)c2cc(C)ccc2n1C	-0.2%	-3	-6%	1%	0	0%	4%	-8	4	-1%	1
Cc1ccc(-c2cc(C(=O)N3CCCCC3)c3ccccc3n2)cc1C	0.0%	14	-16%	0%	1	-7%	-11%	-5	0	2%	-2
Cc1ccc(Nc2nnc(SCC(=O)Nc3ncc(C(F)(F)F)cc3Cl)s2)cc1	-0.9%	-1	7%	-1%	1	-1%	4%	2	2	2%	-1
CCOC(=O)C1=C(COC(=O)Cc2ccc(Cl)cc2)NC(=O)NC1C (stereo not given)	0.2%	5	nt	nt	19	nt	-8%	-11	nt	nt	5
O=C(CCC(=O)c1cccs1)NCc1cccnc1	0.3%	-9	12%	2%	-5	4%	0%	-13	0	9%	0
CC(C)[C@H](NC(=O)[C@@H]1CSC2c3ccccc3C(=O)N21)C(=O)NC1CCCCC1 (stereo not given in full)	-1.0%	-13	nt	5%	-18	nt	2%	-2	nt	0%	2
CN(CC(=O)NCc1ccc(F)cc1)S(=O)(=O)c1ccc2c(c1)n(C)c(=O)c(=O)n2C	0.1%	0	nt	-2%	2	nt	3%	-4	nt	-4%	-1
C[C@]1(OC(=O)/C=C/c2ccccc2)C[C@@H](O)[C@]2(O)C=CO[C@@H](O[C@@H]3O[C@H](CO)[C@@H](O)[C@H](O)[C@H]3O)[C@@H]21	0.0%	3	nt	nt	-1	nt	4%	2	nt	nt	1
O=C(COC(=O)c1cccc(Oc2ccccc2)c1)NCc1ccco1	-0.9%	0	nt	-3%	-12	-10%	0%	16	-3	-2%	?
CCOC(=O)N1CCN(Cc2nc3cc(NC(=O)CC)ccc3n2C)CC1	0.5%	9	16%	nt	0	nt	0%	1	1	?	0
Cn1c(SCc2ccccc2F)nnc1-c1cnccn1	-0.5%	-9	0%	4%	8	?	-1%	-1	3	2%	9
CC(=O)Nc1cccc(Oc2cc(C#N)c(C#N)cc2N2CCOCC2)c1	-0.2%	12	-10%	-2%	3	5%	1%	20	0	-8%	2
CCOc1cccc(C(=O)NC(=S)NCc2cccnc2)c1	-0.2%	2	12%	-2%	-2	2%	2%	0	0	-5%	5
Cc1ccn(CCC(=O)N2CCCC(CCC(=O)NCc3ccc(F)c(F)c3)C2)n1 (stereo not given)	0.3%	2	-9%	1%	-8	-14%	1%	-11	5	-9%	11
CCN(CC)S(=O)(=O)c1ccc(C)c(NC(=O)CN2CCN(C)CC2)c1	-1.5%	4	nt	nt	6	?	1%	8	5	-14%	2
CN(C)Cc1ccccc1C(O)(c1ccccc1)c1ccccc1	-0.3%	-9	-24%	4%	26	1%	2%	-2	-2	-3%	19
NS(=O)(=O)c1ccc(NC(=O)c2ccc(OCC3CCCO3)cc2)cc1 (stereo not given)	-1.0%	-10	nt	nt	-3	nt	3%	0	nt	nt	nt
O=C(CCCn1c(SCC(=O)NCC2CCCO2)nc2ccccc2c1=O)NCC1CCCO1 (stereo not given)	0.0%	9	-8%	0%	9	-2%	1%	-3	1	-4%	-2
Cc1ccc(C(=O)N/N=C\c2ccc([N+](=O)[O-])s2)cn1	-0.5%	9	14%	1%	-3	5%	4%	?	0	-16%	2
COc1ccc(OCCSc2ncnc3nc[nH]c23)cc1	-0.7%	-7	7%	1%	-22	-2%	1%	25	0	-1%	3
CC(C)c1ccc2oc(=O)cc(CN3CCN(c4ccc(F)cc4)CC3)c2c1	0.1%	3	-4%	4%	7	-3%	1%	-17	0	-2%	19
Cc1ccc(/C=C/C(=O)c2ccc(C)cc2)cc1	-0.3%	-1	0%	0%	-27	2%	1%	1	1	3%	?
Cc1cccc(OCC(=O)Nc2cccc(C(=O)NCC(C)C)c2)c1	0.1%	-35	-3%	1%	3	5%	0%	-6	6	20%	4
